ERp5 block: inhibitors of human ERp5. ERp5 insulin aggregation, absorbance 650 nm, 90 min. 0.05% of 350,000 active. inhibition, % at 9.99 µM. Q15084;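 active = mean replicate inhibition above about 25%, with every replicate also reaching it, limit read from the data, passing the limit was not always enough; inconclusive = only one of those two criteria met; inactive = neither criterion met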
Target sequence (Q15084 whole entry, looked up): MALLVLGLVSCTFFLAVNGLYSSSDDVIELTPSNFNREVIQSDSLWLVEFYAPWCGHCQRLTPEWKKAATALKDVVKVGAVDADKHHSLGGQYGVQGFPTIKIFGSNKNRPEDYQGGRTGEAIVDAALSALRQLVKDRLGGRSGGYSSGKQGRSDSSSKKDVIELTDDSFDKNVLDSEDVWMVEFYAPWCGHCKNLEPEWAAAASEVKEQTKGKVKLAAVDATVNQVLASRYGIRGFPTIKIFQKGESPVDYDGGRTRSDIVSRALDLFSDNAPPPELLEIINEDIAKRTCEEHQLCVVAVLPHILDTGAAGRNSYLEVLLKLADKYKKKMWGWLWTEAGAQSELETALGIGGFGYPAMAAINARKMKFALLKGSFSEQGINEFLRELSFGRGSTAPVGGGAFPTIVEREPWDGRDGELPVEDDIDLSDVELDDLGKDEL
S100A4 inh HTS: blocks human S100A4 binding to myosin IIA peptide; P26447; S100A4/TAMRA-MyoIIA peptide fluorescence polarization; inhibition, % at 10.7 µM; 0.14% of 360,000 active; AID 652163;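 active = mean inhibition of at least 70% across replicates, with every replicate also reaching that level; inconclusive = mean inhibition reaches 70% but some replicates fall short; inactive = mean inhibition below 70%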
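Material: S100A4 monomer (human). Medium: Calcium-containing HEPES buffer, pH 7.2. Probe or stimulus: labelled myosin peptide probe, 5 nM. Compound dosing: one concentration per compound. Timing: polarization read 5 min after assay mix addition, stable 5–60 min. Benchmarks: DMSO as neutral control, TFP as positive control.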
E-sel inducer: E-selectin induction on HUVECs; P16581; HUVEC E-selectin immunofluorescence imaging; normalized: neutral wells 0, TNF-alpha wells 100; activation, % at 7.58 µM; 0.37% of 260,000 active; AID 686992;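 active = mean E-selectin-positive cell signal at least 10% of the positive control, reached in at least 60% of replicates, without over 20% cell loss; inconclusive = no rule given, readout overlaps actives, possibly toxicity-flagged; inactive = the rest, including those meeting only one limit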;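 note: in these data hits start at about 27%; measured in HUVEC primary endothelial cells; signal is the percent of cells scored E-selectin positive by PE staining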
Target sequence (P16581 whole entry, looked up): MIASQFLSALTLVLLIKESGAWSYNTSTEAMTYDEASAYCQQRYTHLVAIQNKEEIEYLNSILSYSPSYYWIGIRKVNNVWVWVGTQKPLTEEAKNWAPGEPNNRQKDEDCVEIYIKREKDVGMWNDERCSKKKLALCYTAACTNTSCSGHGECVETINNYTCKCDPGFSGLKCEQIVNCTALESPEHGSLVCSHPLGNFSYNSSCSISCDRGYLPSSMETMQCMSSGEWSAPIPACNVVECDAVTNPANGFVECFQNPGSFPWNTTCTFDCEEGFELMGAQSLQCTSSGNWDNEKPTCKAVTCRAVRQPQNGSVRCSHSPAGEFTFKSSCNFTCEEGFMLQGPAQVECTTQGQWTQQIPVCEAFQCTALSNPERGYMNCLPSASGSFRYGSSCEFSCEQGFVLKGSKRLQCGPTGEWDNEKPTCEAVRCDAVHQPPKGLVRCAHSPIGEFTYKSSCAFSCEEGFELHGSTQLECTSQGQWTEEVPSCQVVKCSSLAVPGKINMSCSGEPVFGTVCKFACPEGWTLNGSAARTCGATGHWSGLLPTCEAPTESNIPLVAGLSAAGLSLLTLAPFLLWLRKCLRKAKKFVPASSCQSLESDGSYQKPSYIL
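System: HUVEC / Compound: single concentration / Signal: immunofluorescence imaging / Read-out: percent E-selectin-positive cells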
PglD inh: PglD (C. jejuni) enzyme inhibition. purified PglD enzyme, DTNB colorimetric CoA detection. inhibition, % at 12.5 µM. 0.098% of 360,000 active. AID 602405; in the data active = inhibition above about 16%, passing the limit was not always enough; inconclusive = no clear call, values can overlap the other calls; note: strong numbers were not always called active
DENV2 CPE: DENV2-induced cell death inhibition. DENV2-infected cells, cytopathic effect rescue, plate reader. CPE inhibition, % at 9.99 µM. 1.7% of 350,000 active. AID 651640; in the data active = CPE inhibition above about 20%, passing the limit was not always enough; inconclusive = no clear call, values can overlap the other calls; tested in BHK-21 cells;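 note: 0% = median of neutral control wells and 100% = median of positive control wells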
SIRT5 block: blocks human SIRT5 desuccinylation of peptide. Q9NXA8. 1.1% of 330,000 active. AID 652115. inhibition, % at 15 µM. Purified SirT5, succinyl-peptide AMC, trypsin-coupled fluorescence; in the data active = inhibition above about 15%; inconclusive = no clear call, values can overlap the other calls
Statin myotox sup: protects C2C12 myotubes from simvastatin toxicity; ATP luminescence, 48 h; scaled: DMSO 0, geranylgeraniol control 100; rescue of ATP level, % at 7.49 µM; 0.78% of 330,000 active; AID 602340;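 active = mean ATP rescue above about 67%, or every replicate alone reaching that limit, limit read from the data, passing the limit was not always enough; inconclusive = no clear call, values can overlap the other calls; inactive = mean under the limit and some replicate under it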;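 note: myotubes were challenged with 10 µM simvastatin during compound exposure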
Numbers without * were called inactive. The list is partial; rates above refer to the full screens.

What do the screens show for `Cc1cc(C(=O)N2CCCC(C(=O)c3ccc(Oc4ccccc4)cc3)C2)n[nH]1` (configuration not stated)?
ERp5 block: -5; S100A4 inh HTS: -11; PglD inh: 2; DENV2 CPE: 4; SIRT5 block: 8; Statin myotox sup: 17

How did Cn1c(NC(=O)c2ccc(F)cc2)nc2ccccc21 do in these assays?
ERp5 block: 2; S100A4 inh HTS: 3; PglD inh: 1; DENV2 CPE: 0; SIRT5 block: -4; Statin myotox sup: 4

What do the screens show for `COc1ccc(CNC(=O)C[C@H]2CC[C@H](NC(=O)c3ccc4c(c3)OCO4)[C@@H](CO)O2)cc1`?
ERp5 block: -3; S100A4 inh HTS: -6; E-sel inducer: -0.1; PglD inh: 2; DENV2 CPE: 0; SIRT5 block: 2; Statin myotox sup: 5

Results for Cn1cc(C=O)c2cc(F)ccc21 ?
ERp5 block: -17; S100A4 inh HTS: -3; DENV2 CPE: 8; SIRT5 block: 0

What do the screens show for `Cc1ccc(-c2nn(-c3ccccc3)cc2C(=O)N2CCN(C3CCS(=O)(=O)C3)CC2)cc1` (configuration not stated)?
ERp5 block: -7; S100A4 inh HTS: 1; PglD inh: 0; DENV2 CPE: -9; SIRT5 block: 6; Statin myotox sup: 4

What do the screens show for `CO[C@@H]1CN(C)C(=O)c2cc(NC(=O)NC(C)C)ccc2OC[C@@H](C)N(C(=O)CC2CC2)C[C@@H]1C`?
ERp5 block: -12; S100A4 inh HTS: -11; E-sel inducer: 0.3; PglD inh: 0; DENV2 CPE: 13; SIRT5 block: -4; Statin myotox sup: -5

What do the screens show for `Cc1ccc(OCC(=O)Nc2ccc3c(c2)nc(CCN2CCCCC2)n3C)cc1`?
ERp5 block: -9; S100A4 inh HTS: -10; PglD inh: 14; DENV2 CPE: 12; SIRT5 block: 1; Statin myotox sup: -5

What do the screens show for `Cc1ccc(S(=O)(=O)N(CC(=O)Nc2ccc(C)cc2C)C(=O)N2CCN(C)CC2)cc1`?
ERp5 block: 2; S100A4 inh HTS: 0; PglD inh: -11; DENV2 CPE: -5; SIRT5 block: 2; Statin myotox sup: -13

What do the screens show for `C[C@H]1CCCCO[C@@H](CN(C)S(=O)(=O)c2ccc(Cl)cc2)[C@@H](C)CN([C@@H](C)CO)C(=O)c2cc(NC(=O)CCC(F)(F)F)ccc2O1`?
ERp5 block: 2; S100A4 inh HTS: -13; E-sel inducer: 1.1; PglD inh: -1; SIRT5 block: -3

What do the screens show for `CC(=O)c1ccc(S(=O)(=O)NCc2nnnn2-c2ccccc2)cc1`?
ERp5 block: 5; S100A4 inh HTS: 0; PglD inh: 2; DENV2 CPE: -4; SIRT5 block: 0; Statin myotox sup: -2

Results for CCC(CO)NCCNC(CC)CO (configuration not stated) ?
ERp5 block: -6; S100A4 inh HTS: 2; E-sel inducer: -0.2; PglD inh: 6; DENV2 CPE: -3; SIRT5 block: 0; Statin myotox sup: -2

How did COC(=O)C[C@@H]1C[C@H]2c3cc(NC(=O)c4cccnc4)ccc3O[C@H]2[C@H](CO)O1 do in these assays?
ERp5 block: -1; S100A4 inh HTS: -1; E-sel inducer: -0.2; PglD inh: 4; DENV2 CPE: 8; SIRT5 block: 1; Statin myotox sup: 2

What do the screens show for `O=C(C[C@@H]1CC[C@H]2[C@@H](COC[C@H](O)CN2C(=O)Nc2cc(Cl)cc(Cl)c2)O1)NCC1CCCCC1`?
ERp5 block: 1; S100A4 inh HTS: 5; E-sel inducer: 0.9; PglD inh: -2; DENV2 CPE: -14; SIRT5 block: 9; Statin myotox sup: -24

What do the screens show for `Cc1c(C(=O)NCc2cccc([N+](=O)[O-])c2)sc(=O)n1Cc1ccc(F)cc1`?
ERp5 block: -3; S100A4 inh HTS: -2; PglD inh: -3; DENV2 CPE: inconclusive; Statin myotox sup: 25

How did CC(=O)c1cccc(OCc2cc(C(=O)N(C)Cc3ccc(C)o3)no2)c1 do in these assays?
ERp5 block: -3; S100A4 inh HTS: 4; E-sel inducer: -0.2; PglD inh: -4; DENV2 CPE: -10; SIRT5 block: 2; Statin myotox sup: 0

How did CCc1noc(C)c1C(=O)N(C)CC(=O)Nc1ccc(OC)cc1 do in these assays?
ERp5 block: 2; S100A4 inh HTS: 4; E-sel inducer: -0.7; PglD inh: 2; SIRT5 block: 0; Statin myotox sup: -1

What do the screens show for `O=C(C[C@@H]1C=C[C@@H](NC(=O)Nc2ccc(F)cc2)[C@@H](CO)O1)NCCN1CCCC1`?
ERp5 block: -2; S100A4 inh HTS: -26; E-sel inducer: -0.4; PglD inh: -3; DENV2 CPE: 1; SIRT5 block: 2; Statin myotox sup: 7

What do the screens show for `C[C@H](CO)N1C[C@H](C)[C@H](CN(C)CC2CCOCC2)Oc2ncc(-c3ccc(F)cc3)cc2C1=O`?
ERp5 block: 1; S100A4 inh HTS: 1; E-sel inducer: 0.6; PglD inh: 1; DENV2 CPE: 6; SIRT5 block: 0; Statin myotox sup: -11

How did Clc1ccc(-c2nnc(-c3ccccc3)c(-c3c[nH]c4ccccc34)n2)cc1 do in these assays?
ERp5 block: 4; S100A4 inh HTS: -1; E-sel inducer: 1.3; PglD inh: 0; DENV2 CPE: 11; SIRT5 block: -1; Statin myotox sup: -6

What do the screens show for `O=C(c1cnccn1)N1CC[C@@H]2[C@H]1c1cc(-c3cccc(F)c3)ccc1N[C@@H]2CO`?
ERp5 block: 1; S100A4 inh HTS: 2; E-sel inducer: -0.1; PglD inh: 1; DENV2 CPE: 16; SIRT5 block: 2; Statin myotox sup: -23

As a short view, part of the list above.
What do the screens show for `O=C(C[C@@H]1C=C[C@@H](NC(=O)Nc2ccc(F)cc2)[C@@H](CO)O1)NCCN1CCCC1`?
ERp5 block: -2; S100A4 inh HTS: -26; E-sel inducer: -0.4; PglD inh: -3; DENV2 CPE: 1; SIRT5 block: 2; Statin myotox sup: 7

What do the screens show for `C[C@H](CO)N1C[C@H](C)[C@H](CN(C)CC2CCOCC2)Oc2ncc(-c3ccc(F)cc3)cc2C1=O`?
ERp5 block: 1; S100A4 inh HTS: 1; E-sel inducer: 0.6; PglD inh: 1; DENV2 CPE: 6; SIRT5 block: 0; Statin myotox sup: -11

How did Clc1ccc(-c2nnc(-c3ccccc3)c(-c3c[nH]c4ccccc34)n2)cc1 do in these assays?
ERp5 block: 4; S100A4 inh HTS: -1; E-sel inducer: 1.3; PglD inh: 0; DENV2 CPE: 11; SIRT5 block: -1; Statin myotox sup: -6

Further entries follow:
What do the screens show for `CC(=O)N(C)[C@H]1C[C@@H](c2ccccc2)N(C(C)=O)C[C@H]1CO`?
ERp5 block: 2; S100A4 inh HTS: -7; E-sel inducer: -5.0; PglD inh: -1; DENV2 CPE: -5; SIRT5 block: 1; Statin myotox sup: 11

What do the screens show for `CC(=O)Nc1nc2c(C)c(Cl)ccc2s1`?
ERp5 block: 8; S100A4 inh HTS: -5; E-sel inducer: 0.2; PglD inh: -8; DENV2 CPE: -3; SIRT5 block: 1; Statin myotox sup: -27

What do the screens show for `CCOC(=O)C1=C(CNCc2ccccc2Cl)NC(=O)NC1c1cccc([N+](=O)[O-])c1` (configuration not stated)?
ERp5 block: 6; S100A4 inh HTS: 0; E-sel inducer: 1.4; PglD inh: -8; DENV2 CPE: -1; SIRT5 block: -1

How did Cc1ccc(N2CC(C(=O)NCc3ccc(C)n3C)CC2=O)cc1 (configuration not stated) do in these assays?
ERp5 block: -3; S100A4 inh HTS: 1; E-sel inducer: 5.5; DENV2 CPE: 8; SIRT5 block: 1

What do the screens show for `COc1ccc(CCNC(=O)CCC(=O)N2CCOc3ccccc32)cc1OC`?
ERp5 block: -2; S100A4 inh HTS: 1; E-sel inducer: -0.6; PglD inh: 3; DENV2 CPE: -4; SIRT5 block: -2; Statin myotox sup: -3

How did Cc1ccc(C)c(C(=O)OCC(=O)Nc2ccc(N3CCOCC3)cc2)c1 do in these assays?
ERp5 block: 2; S100A4 inh HTS: 18; E-sel inducer: 7.4; DENV2 CPE: 4; SIRT5 block: -3

How did O=c1ccn(C2CCCO2)c(=O)[nH]1 (configuration not stated) do in these assays?
ERp5 block: 1; S100A4 inh HTS: 4; E-sel inducer: -0.1; PglD inh: -5; DENV2 CPE: 6; SIRT5 block: -3; Statin myotox sup: 0

What do the screens show for `COc1ccc(S(=O)(=O)N(C)C[C@H]2OCCCC[C@H](C)Oc3ccc(NS(=O)(=O)c4ccc(C)cc4)cc3C(=O)N([C@@H](C)CO)C[C@H]2C)cc1`?
ERp5 block: -5; S100A4 inh HTS: -20; E-sel inducer: 0.0; PglD inh: 0; DENV2 CPE: 5; SIRT5 block: 20*; Statin myotox sup: 9

What do the screens show for `CCc1cc2c(=O)c(-c3ccon3)c(N)oc2cc1OC`?
ERp5 block: 3; S100A4 inh HTS: 3; SIRT5 block: -2; Statin myotox sup: 7

What do the screens show for `COc1ccccc1OCCCCn1c(C(C)O)nc2ccccc21` (configuration not stated)?
ERp5 block: 1; S100A4 inh HTS: 3; E-sel inducer: 0.0; PglD inh: 0; DENV2 CPE: 2; SIRT5 block: 1; Statin myotox sup: 10

What do the screens show for `CC(=O)Nc1cccc(-c2ccnc3c2CC(C)(C(=O)NCc2ccncc2)O3)c1` (configuration not stated)?
ERp5 block: 0; S100A4 inh HTS: -2; E-sel inducer: -0.3; PglD inh: 3; DENV2 CPE: 3; SIRT5 block: -2; Statin myotox sup: 6

What do the screens show for `C[C@H]1CCCCO[C@H](CN(C)Cc2ccc(C(=O)O)cc2)[C@@H](C)CN([C@@H](C)CO)C(=O)c2cc(NC(=O)c3ccccc3)ccc2O1`?
ERp5 block: -4; S100A4 inh HTS: 7; E-sel inducer: -0.1; PglD inh: 23; DENV2 CPE: -5; SIRT5 block: 0

How did C/C=C/c1ccc2c(c1)[C@@H]1[C@@H](CCN1S(=O)(=O)c1cccc(F)c1)[C@H](CO)N2 do in these assays?
ERp5 block: -1; S100A4 inh HTS: -7; E-sel inducer: 0.4; DENV2 CPE: 9; SIRT5 block: 2

How did Cn1c(O)c(N=Nc2ccccc2)c2ccccc21 do in these assays?
ERp5 block: 3; S100A4 inh HTS: -6; PglD inh: 3; DENV2 CPE: -8; SIRT5 block: -2; Statin myotox sup: -5

What do the screens show for `Cc1ccc(CNc2ncnc3cc(Cl)ccc23)cc1`?
ERp5 block: 0; S100A4 inh HTS: -1; E-sel inducer: 0.2; PglD inh: -3; DENV2 CPE: -1; SIRT5 block: -3; Statin myotox sup: -9

What do the screens show for `O=C(C[C@H]1CC[C@@H]2[C@H](COC[C@H](O)CN2Cc2ccc(Cl)cc2)O1)NCCc1ccccc1`?
ERp5 block: -2; S100A4 inh HTS: 2; E-sel inducer: 0.0; PglD inh: -2; DENV2 CPE: 1; SIRT5 block: 2; Statin myotox sup: 21

Results for NC(=O)COC(=O)c1cc(=O)[nH]c2ccc(S(=O)(=O)Nc3ccc(F)cc3)cc12 ?
ERp5 block: -1; S100A4 inh HTS: -11; E-sel inducer: -0.3; PglD inh: 4; DENV2 CPE: -2; SIRT5 block: 2; Statin myotox sup: 3

How did O=C(C[C@H]1CC[C@@H](NC(=O)Cc2ccccn2)[C@H](CO)O1)NCCc1ccccc1 do in these assays?
ERp5 block: -1; S100A4 inh HTS: 8; E-sel inducer: -0.3; PglD inh: 2; DENV2 CPE: 1; SIRT5 block: 5; Statin myotox sup: 5

How did O=C1CCCc2c1nc(-c1ccccc1F)n2O do in these assays?
ERp5 block: 4; S100A4 inh HTS: -6; E-sel inducer: 1.7; DENV2 CPE: -3; SIRT5 block: -3

Results for COC(=O)C1=CO[C@@H](O[C@@H]2OC(CO)[C@@H](O)[C@@H](O)[C@@H]2O)C2C1CC[C@]2(C)O (some centres not stated) ?
ERp5 block: 10; S100A4 inh HTS: -4; PglD inh: -4; DENV2 CPE: 4; SIRT5 block: -1; Statin myotox sup: 2

How did COc1cccc(CNC(=O)C[C@@H]2C=C[C@@H](NC(=O)C3CC3)[C@@H](CO)O2)c1 do in these assays?
ERp5 block: 0; S100A4 inh HTS: 9; E-sel inducer: 0.9; PglD inh: 0; DENV2 CPE: 13; SIRT5 block: 0; Statin myotox sup: -5

Assay outcomes (PubChem BioAssay)
